# FEN1 inh – qHTS Assay for the Inhibitors of Human Flap endonuclease 1 (FEN1) | Recombinant FEN1 flap cleavage, fluorescence, 15 min | Potency, µM (titrated, usually from 114 µM), for inactives: at the highest dose activity change, negative = inhibition, usual class: inhibitors | hit rate 0.35% among 390,000; also: nearly all actives have a fitted effect of over 65% in size
# Target sequence (P39748 whole entry, looked up): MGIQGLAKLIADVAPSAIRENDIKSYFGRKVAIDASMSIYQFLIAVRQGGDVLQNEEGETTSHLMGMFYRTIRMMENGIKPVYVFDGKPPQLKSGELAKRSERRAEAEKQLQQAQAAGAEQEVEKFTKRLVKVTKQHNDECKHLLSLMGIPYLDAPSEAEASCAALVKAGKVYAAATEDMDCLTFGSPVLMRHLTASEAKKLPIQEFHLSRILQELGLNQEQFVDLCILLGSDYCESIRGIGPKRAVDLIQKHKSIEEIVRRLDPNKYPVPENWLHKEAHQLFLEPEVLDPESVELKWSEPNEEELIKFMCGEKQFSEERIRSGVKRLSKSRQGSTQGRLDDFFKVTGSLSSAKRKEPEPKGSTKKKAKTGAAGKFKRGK
#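 Reaction started by adding substrate (50 nM final) to 10 nM enzyme after 15 min room-temperature compound preincubation. Reads at 0 and 15 min, with data normalized and fitted to a four-parameter Hill equation.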
# TDP1 inh – qHTS Assay for Inhibitors of Tyrosyl-DNA Phosphodiesterase (TDP1) | Potency, µM (doses to about 130 µM), inactives show at the top dose activity change, negative = inhibition, actives largely listed as inhibitors | hit rate 0.28% among 350,000 | AID 485290, 2010 | recombinant TDP1, AlphaScreen DNA substrate cleavage; also: nearly all actives have a fitted effect of over 40% in size
# Target sequence (Q9NUW8 whole entry, looked up): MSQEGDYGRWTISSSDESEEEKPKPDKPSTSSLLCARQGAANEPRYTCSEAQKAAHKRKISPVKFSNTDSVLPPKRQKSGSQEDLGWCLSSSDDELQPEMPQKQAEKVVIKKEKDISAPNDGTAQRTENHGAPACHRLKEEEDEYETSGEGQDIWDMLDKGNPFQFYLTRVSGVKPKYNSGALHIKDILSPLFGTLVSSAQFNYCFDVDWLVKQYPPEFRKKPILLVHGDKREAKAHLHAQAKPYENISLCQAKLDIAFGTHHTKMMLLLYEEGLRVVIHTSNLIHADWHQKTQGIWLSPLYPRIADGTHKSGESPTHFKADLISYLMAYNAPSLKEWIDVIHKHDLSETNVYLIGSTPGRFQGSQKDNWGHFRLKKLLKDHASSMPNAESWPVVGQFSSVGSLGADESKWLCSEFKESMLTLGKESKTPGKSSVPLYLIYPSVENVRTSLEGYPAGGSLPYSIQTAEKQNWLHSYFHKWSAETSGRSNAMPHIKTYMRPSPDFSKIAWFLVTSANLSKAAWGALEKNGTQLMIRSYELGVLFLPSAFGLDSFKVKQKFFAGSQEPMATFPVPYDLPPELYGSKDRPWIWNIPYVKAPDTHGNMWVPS
#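 Recombinant E. coli-expressed Tdp1 (1 nM) preincubated with compound 15 min at RT, then 5'-biotin/3'-phosphotyrosine-FITC DNA substrate (15 nM) added for 5 min. AlphaScreen beads (10 ug/ml) added, 10 min RT; tyrosine-FITC cleavage read as signal loss.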
# N370S GC mod – qHTS Assay for Inhibitors and Activators of N370S glucocerebrosidase as a Potential Chaperone Treatment of Gaucher Disease; Lysosomal acid glucosylceramidase (Homo sapiens), P04062; N370S GC spleen homogenate, 4MU-glucoside fluorescence; Potency, µM (top dose mostly 59.4 µM), without a hit: at the top dose activity change, negative = inhibition, hits mostly inhibitors; hit rate 0.092% among 330,000; AID 2101, 2009;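 also: 0% = full enzyme activity and -100% = no enzyme basal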
# * marks the source's active call; other numbers are inactive results; ? = inconclusive; . = no result given; & = joins results of further samples; [ ] = another dose, or the depositor's remark. Calls follow the shape of the dose curve; as a rule, active = well fitted curve in the direction sought with a large enough effect; inconclusive = small, poorly fitted or top-dose-only effect, or another doubt; inactive = no such curve, though single readings can be large; an effect the other way counts as inactive or inconclusive. Unless noted, % is scaled to controls: 0 for no effect and ±100 for the full control effect; potency is read from the fitted curve at half-maximal effect.
# Below each SMILES: FEN1 inh | TDP1 inh | N370S GC mod
1. C=C1CCN(C(CC(C)C)C(=O)NCc2ccc(OC)cc2)S(=O)(=O)c2ccccc21 (stereo not given)
  -20% | 0% | 0%
2. Nc1ncc(Br)cc1S(=O)(=O)N1CCCCCC1
  4% | 0% | -4%
3. O=C(C1=C(Nc2ccccc2)c2ccccc2S(=O)(=O)N1)c1ccccc1
  ? | 5% | 24%
4. Cc1ccc(S(=O)(=O)N2CCCCCC2)cc1C(=O)NCc1ccccn1
  3% | . | 1%
5. CCOC(=O)c1c(/N=C/N(C)C)sc(C(=O)OC)c1C
  -3% | 3% | 1%
6. Cc1nc(C(F)(F)F)ccc1C(=O)NCC(O)c1ccccc1 (stereo not given)
  3% | . | -16%
7. Cc1ccc(N2C(=O)c3n[nH]c(C)c3C2c2cccnc2)cc1 (stereo not given)
  -3% | 4% | -7%
8. Cc1ccc(CNC(=O)C(=O)NCCC2CCCCN2S(=O)(=O)c2ccccc2)cc1 (stereo not given)
  0% | 1% | 4%
9. Cc1cccc(NC(=O)c2ccc(S(=O)(=O)N(C)c3ccccc3)cc2)n1
  -24% | -4% | .
10. Cc1nsc(Nc2ccc([N+](=O)[O-])cc2)c1C#N
  13% | 6% | -8%

# A draw from above in order of length of the SMILES, smallest number first.
# Below each SMILES: FEN1 inh | TDP1 inh | N370S GC mod
5. CCOC(=O)c1c(/N=C/N(C)C)sc(C(=O)OC)c1C
  -3% | 3% | 1%
6. Cc1nc(C(F)(F)F)ccc1C(=O)NCC(O)c1ccccc1 (stereo not given)
  3% | . | -16%
4. Cc1ccc(S(=O)(=O)N2CCCCCC2)cc1C(=O)NCc1ccccn1
  3% | . | 1%

# (list continues)
# Below each SMILES: FEN1 inh | TDP1 inh | N370S GC mod
11. O=C(CCl)NNC(=O)c1c(O)c2ccccc2[nH]c1=O
  -6% | 3% | 0%
12. CC(C)n1nnnc1SCC(=O)N1CCN(Cc2ccc3c(c2)OCCO3)CC1
  -5% | 3% | .
13. O=C(COC(=O)c1ccc(S(=O)(=O)C(F)F)cc1)NC(=O)NC1CCCCC1
  -1% | 6% | -2%
14. CC(=O)N1c2ccc(S(=O)(=O)N(C)CC(=O)Nc3cccc(C)c3)cc2CC1C (stereo not given)
  -28% | 5% | ?
15. COC(=O)c1ccc(C(=O)N2CCCC(Nc3ccc(C(C)C)cc3)C2)nc1 (stereo not given)
  -4% | 7% | 6%
16. C=C(C)C(=O)OC1(C(F)(F)F)Oc2cc(C)ccc2NC1=O (stereo not given)
  -2% | -4% | 14%
17. CC(C)CNC(=O)CN(C)S(=O)(=O)c1ccc(F)cc1
  0% | 6% | -22%
18. Cc1nnc(N(C)C(=O)c2ccccn2)s1
  0% | 0% | 5%
19. Cn1c(=O)c2c(nc(N3CCCCCC3)n2Cc2cccc3ccccc23)n(C)c1=O
  -16% | 8% | ?
20. Cc1cc(NC(=S)N(CCN2CCCCC2)Cc2ccco2)ccc1Cl
  9% | 6% | ?
21. Oc1c(Cl)cc(Cl)cc1C1Nc2ccccc2-n2cccc21 (stereo not given)
  3% | 4% | 5%
22. O=C(NCC1CCCN(C(=O)c2cccnc2)C1)c1ccc(-c2ccccc2)cc1 (stereo not given)
  -3% | 0% | 5%
23. O=S(=O)(Cc1ccccc1Cl)c1ncn[nH]1
  12% | -1% | 0%
24. COC(=O)c1ccccc1NC(=O)Cn1c(=O)n(CCCCC(=O)NCc2ccc3c(c2)OCO3)c(=O)c2ccccc21
  -12% | 4% | .
25. O=C(COC(=O)COc1ccccc1F)Nc1ccc(Cl)cn1
  17% | 0% | -14%
26. CCCS(=O)(=O)N1CCC(C(=O)NCC2CCCO2)CC1 (stereo not given)
  -2% | 2% | -3%
27. CC(SCc1ccccc1)C(=O)N/N=C/c1ccc(OCC(=O)NCc2ccco2)cc1 (stereo not given)
  -11% | 2% | -5%
28. CC[C@]12c3[nH]c4cc(-c5ccco5)ccc4c3CCN1C(=O)[C@@H](CC(=O)NCCC1=CCCCC1)C[C@@H]2C(=O)N1CCN(C(=O)C2CC2)CC1
  -26% | 3%[56.1 µM] | .
29. COC(=O)c1cc2occc2n1CC(=O)Nc1ccc(C(C)C)cc1
  -6% | -3% | .
30. O=S(=O)(c1ccc(F)cc1)n1cnc2ccccc21
  15% | . | 4%
31. CCOC(=O)C(=O)CC(=O)c1ccc2c(c1)OCCO2
  -18% | -5% | 2%
32. Cc1ccc2cc(CCNC(=O)c3ccc4c(c3)OCO4)c(=O)[nH]c2c1
  -2% | -2% | 6%
33. COc1cc(OC)nc(Oc2ccccc2C(=O)Oc2ccc(C)cc2)n1
  -3% | -1% | 10%
34. COc1cc2sc(C)nc2c2sccc12
  -15% | 4% | 6%[2.35 µM]
35. COC(=O)c1ccc(COC(=O)CNC(=O)c2ccc(OC)cc2)cc1
  -3% | -7% | .
36. COc1cccc(C(=O)N2CCN(Cc3ccccc3C(F)(F)F)CC2)c1
  -2% | -12% | -2%
37. CCN1CCC(N(Cc2cccc(OC)c2)C(=O)Nc2cccc(C)c2C)CC1
  18% | 2% | .
38. Cc1ccc(CCNC(=O)c2ccc(CS(=O)(=O)c3ccc(Cl)cc3)o2)cc1
  8% | 0% | .
39. CCN(C(=O)CSc1nncs1)c1c(N)n(Cc2ccccc2)c(=O)[nH]c1=O
  -2% | 2% | -3%
40. Fc1cccc(Cl)c1CNn1cn[nH]c1=S
  -1% | -5% | 10%

# Entries from the list above that contain an NH in an aromatic ring:
# Below each SMILES: FEN1 inh | TDP1 inh | N370S GC mod
7. Cc1ccc(N2C(=O)c3n[nH]c(C)c3C2c2cccnc2)cc1 (stereo not given)
  -3% | 4% | -7%
11. O=C(CCl)NNC(=O)c1c(O)c2ccccc2[nH]c1=O
  -6% | 3% | 0%
23. O=S(=O)(Cc1ccccc1Cl)c1ncn[nH]1
  12% | -1% | 0%
28. CC[C@]12c3[nH]c4cc(-c5ccco5)ccc4c3CCN1C(=O)[C@@H](CC(=O)NCCC1=CCCCC1)C[C@@H]2C(=O)N1CCN(C(=O)C2CC2)CC1
  -26% | 3%[56.1 µM] | .
32. Cc1ccc2cc(CCNC(=O)c3ccc4c(c3)OCO4)c(=O)[nH]c2c1
  -2% | -2% | 6%
39. CCN(C(=O)CSc1nncs1)c1c(N)n(Cc2ccccc2)c(=O)[nH]c1=O
  -2% | 2% | -3%
40. Fc1cccc(Cl)c1CNn1cn[nH]c1=S
  -1% | -5% | 10%

# (listing goes on)
# Below each SMILES: FEN1 inh | TDP1 inh | N370S GC mod
41. Cc1[nH]c2ccc(C(=O)N3CCN(c4cccc(Cl)c4)CC3)cc2c1C
  -2% | 10% | -18%
42. O=C(c1ccco1)N(Cc1cc2ccccc2[nH]c1=O)CC1CCCO1 (stereo not given)
  0% | -4% | 9%
43. COc1ccc(S(=O)(=O)N2CCN(c3ncccn3)CC2)cc1OC
  7% | . | -7%
44. COc1ccc(NC(=O)Nc2cccc(-c3noc(C)n3)c2)cc1
  17% | 1% | .
45. O=C(Cc1ccc(Cl)cc1)Nc1ccc(NC(=O)c2cccs2)cc1
  9% | 0% | -2%
46. O=C(NNC1CC(=O)N(c2ccc(Br)cc2)C1=O)c1cccnc1 (stereo not given)
  6% | 5% | -4%
47. O=C(NNC(=O)c1ccccc1Cl)c1ccco1
  -3% | . | -2%
48. Cc1cccc(OCC(=O)NCCCNC(=O)c2cnccn2)c1
  7% | . | -4%
49. COc1cc(OC)c2c(c1C(CCN1CCCCC1)c1ccc(N(C)C)cc1)OC(=O)CC2c1ccc(N(C)C)cc1 (stereo not given)
  3% | 19% | -10%
50. O=C(CSCc1ccccc1Br)N/N=C/c1ccc2c(c1)OCO2
  -14% | 3% | 9%
51. COCCCNC(=O)CCCC(=O)NCCCOC
  5% | -2% | -1%
52. COc1ccc(/C=C(/NC(=O)c2cccs2)C(=O)NCc2ccco2)cc1OC
  2% | -1% | 2%
53. COC(=O)c1cn(S(=O)(=O)c2ccccc2)c2ccccc12
  -1% | . | -1%
54. O=C(CCNC(=O)c1ccccc1)Nc1ccc(F)c(Cl)c1
  -2% | 2% | -12%
55. Cc1ncn(C23CC4CC(CC(O)(C4)C2)C3)n1
  2% | 0% | 9%
56. c1ccc2c(c1)[nH]c1c(N3CCC4(CC3)OCCO4)ncnc12
  -11% | 3% | 4%
57. CC(C)c1nnc(SCC(=O)NC2CCCC2)n1C
  9% | 5%[0.0935 µM] | -3%
58. COc1ccccc1-n1c(C)cc(SC)c(C(C)=O)c1=S
  -4% | 1% | 6%
59. O=C(CCCCCn1c(=O)[nH]c2ccccc2c1=O)NCc1ccccc1
  -2% | 0% | .
60. COc1ccc(CN(C)C(=O)c2cc(-c3ccc(C)cc3C)nc3ccccc23)c(OC)c1OC
  -16% | . | -6%
61. Cc1ccc(C)c(NC(=O)CSc2nc(-c3ccccc3)c(C#N)c(=O)[nH]2)c1
  9% | 2% | .
62. CCn1c(=O)n(CC)c2cc(N3CCCC3)c(NC(=O)c3ccc(OC)c(Br)c3)cc21
  -30% | 12% | -2%
63. CCCC(N)CCCCCC(=O)O (stereo not given)
  0% | 2% | -13%
64. CN1CCN(NC(=O)c2ccc(COc3ccccc3Br)o2)CC1
  -8% | 3% | 2%
65. O=C(O)CCCn1nc(-c2ccccc2)c2ccccc21
  -5% | 3% | 7%
66. O=C1c2cccc3cccc(c23)C(=O)N1c1cccc(O)c1
  -24% | . | -16%
67. CCN(CC)CCOc1ccccc1OC
  -1% | 6%&-22% | -10%
68. COc1ccccc1CNC(=O)N1CCN(S(=O)(=O)c2ccc(C)cc2)CC1
  2% | -3% | -18%
69. CC(C)(C)NC(=O)COC(=O)c1ccccc1NC(=O)c1ccco1
  1% | 5% | 17%
70. COc1ccc(CN2CCC(CO)(Cc3ccccc3)CC2)cc1Cn1cccn1
  15% | 3% | -12%

# Structures shown so far that have a CF3 group, in the order listed:
# Below each SMILES: FEN1 inh | TDP1 inh | N370S GC mod
6. Cc1nc(C(F)(F)F)ccc1C(=O)NCC(O)c1ccccc1 (stereo not given)
  3% | . | -16%
16. C=C(C)C(=O)OC1(C(F)(F)F)Oc2cc(C)ccc2NC1=O (stereo not given)
  -2% | -4% | 14%
36. COc1cccc(C(=O)N2CCN(Cc3ccccc3C(F)(F)F)CC2)c1
  -2% | -12% | -2%

# (next part)
# Below each SMILES: FEN1 inh | TDP1 inh | N370S GC mod
71. Cc1ccc(NC(=O)CCn2cc(C(F)(F)F)ccc2=O)cc1
  3% | 0% | 0%
72. COc1ccc(N(Cc2ccccc2)S(=O)(=O)c2cc(C(=O)O)ccc2Cl)cc1
  -5% | -1%[0.0935 µM] | -4%
73. O=C1OC(CC(=O)N(Cc2nnc(-c3ccccc3Cl)o2)C2CC2)c2ccccc21 (stereo not given)
  -9% | 0% | .
74. CC1CN(C(=O)N[C@@H](Cc2ccccc2)C(=O)O)CC(C)O1 (stereo not given in full)
  0% | -1% | 5%
75. C=CCN1C(=NC(=O)CCC)SC2CS(=O)(=O)CC21 (stereo not given)
  2% | 3% | 12%
76. O=C(NC1CCCC1)c1ccc(CN2CCOCC2)cc1
  -3% | 7% | -7%
77. COc1ccc(C2C=C(c3ccc(Br)s3)Nc3ncnn32)cc1OC (stereo not given)
  . | 3% | -3%
78. COc1cc(Cl)ccc1OCc1cc(C(=O)N2CCCCC2c2cccnc2)no1 (stereo not given)
  -3% | 2% | -13%
79. COc1cccc(Cc2nc3ccccc3nc2SCC(=O)Nc2ccccc2F)c1
  14% | 0% | .
80. COc1cc(OC)c(NC(=O)c2c(-c3ccccc3)noc2C)cc1Cl
  2% | -4% | 0%
81. CCN1CCN(C(=S)c2ccc(Br)cc2)CC1
  -7% | -2% | 6%
82. CC(C(Sc1ccccc1N)c1ccccc1)[N+](=O)[O-] (stereo not given)
  ? | 7% | -10%
83. COc1ccc(N(C)C(=O)CN(C)S(=O)(=O)c2ccc3c(c2)c(=O)n(C)c(=O)n3C)c(OC)c1
  1% | 2% | -1%
84. Cn1cnnc1Sc1ccc(C(=O)OCC(=O)NC2CC2)cc1[N+](=O)[O-]
  -5% | 8% | 2%

# Screening results from PubChem BioAssay.
